PvdQ inh – blocks Pseudomonas aeruginosa PvdQ acylase activity; purified PvdQ acylase, fluorescence plate reader; inhibition, % at 10 µM; 0.063% of 340,000 active; AID 488965; in the data active = inhibition above about 30%, passing the limit was not always enough; inconclusive = no clear call, values can overlap the other calls;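 also: 0% = vehicle neutral wells and 100% = reference inhibitor wells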
RTF Ca sens inh – cardiac RTF calcium desensitization; inhibition, % at 7.15 µM; AID 493244; P19429+P45379; IANBD-labeled cardiac RTF, Ca2+ fluorescence; 0.12% of 340,000 active;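 active = inhibition above the mean inhibition of all tested compounds plus 3 SD, cut at about 17% in these data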;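 also: assay run at fixed EC70 calcium of 1.6 mM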
Rtt109 HAT inh – inhibitors of Candida albicans Rtt109/Vps75 histone acetyltransferase | Q5AAJ8 | purified Rtt109/Vps75, ThioGlo CoA-SH fluorescence, 4 h | inhibition, % at 34.9 µM | 0.16% of 330,000 active;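 active = inhibition of at least 50% in every replicate; inconclusive = best replicate reaches 50% inhibition but some replicates fall short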
Target sequence (Q5AAJ8 whole entry, looked up): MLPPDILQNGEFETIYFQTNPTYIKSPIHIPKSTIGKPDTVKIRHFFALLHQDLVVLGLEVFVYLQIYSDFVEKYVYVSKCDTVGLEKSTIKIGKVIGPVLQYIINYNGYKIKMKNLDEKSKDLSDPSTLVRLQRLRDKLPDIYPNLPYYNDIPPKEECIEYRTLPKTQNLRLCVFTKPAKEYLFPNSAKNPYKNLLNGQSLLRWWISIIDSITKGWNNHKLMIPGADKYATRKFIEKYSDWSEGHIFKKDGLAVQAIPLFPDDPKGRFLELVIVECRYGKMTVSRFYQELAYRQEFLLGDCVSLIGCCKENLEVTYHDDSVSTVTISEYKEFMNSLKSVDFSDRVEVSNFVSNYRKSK
NSD2 inh – NSD2 (human) methyltransferase inhibition | O96028 | NSD2 peptide methylation, AlphaScreen, 120 min | inhibition, % at 12.5 µM | 0.54% of 310,000 active | AID 743445; in the data active = inhibition above about 50%
C-LANA FP – KSHV C-LANA DNA binding inhibition | MBP-C-LANA/FAM-LBS DNA binding, fluorescence polarization | inhibition, % at 9 µM | 0.078% of 340,000 active | AID 504423;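 active = highest replicate inhibition at or above 60% at 9 µM, even if other replicates fall short; inactive = all replicates below 60% inhibition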;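 also: 0% = neutral control wells and 100% = 4 µM acridine orange control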
PfHsp90 set2 – reduces growth (ATP signal) of yeast expressing P. falciparum Hsp90. AID 504621. S. cerevisiae expressing PfHsp90, BacTiter-Glo ATP, 48 h; yeast lacking PDR1 and PDR3 efflux regulators. inhibition, % at 9.4 µM. 0.32% of 310,000 active;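 active = every replicate shows inhibition above about 80%, whatever the replicate mean, limit read from the data; inconclusive = mean inhibition reaches the set limit but some replicate falls short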;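 also: 0% = DMSO neutral controls and 100% = 20 µM radicicol positive controls; yeast relying on Plasmodium falciparum Hsp90 in place of its own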
SUMO Mot1 rescue – SUMOylation pathway inhibition by Mot1-301 growth rescue. growth rescue, % at 18.8 µM. 1% of 320,000 active. S. cerevisiae Mot1-301 growth rescue, ATP luminescence, 38.5C; percent above DMSO median, 100 means doubled;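 active = every valid replicate shows activation above 250% relative to neutral control wells; inactive = the rest, any valid replicate at or below 250%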;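 also: OY570 slx delta 5 strain wells were the positive control but not used for scaling; some compounds called inactive have numbers as strong as hits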
Keap1 Nrf2 FP – disrupts human Keap1 binding to Nrf2 peptide. AID 504523. inhibition, % at 9.4 µM. Keap1 Kelch-Nrf2 peptide fluorescence polarization, 1536-well. 0.15% of 340,000 active; in the data active = inhibition above about 12%; inconclusive = no clear call, values can overlap the other calls; inactive = below about 7.3%;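 also: human Keap1 Kelch domain with fluorescein labeled Nrf2 9mer peptide probe; 0% = neutral control wells and 100% = peptide positive control; higher means more block of Keap1 binding to Nrf2 peptide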
Target sequence (Q14145 whole entry, looked up, the tested form may be a part): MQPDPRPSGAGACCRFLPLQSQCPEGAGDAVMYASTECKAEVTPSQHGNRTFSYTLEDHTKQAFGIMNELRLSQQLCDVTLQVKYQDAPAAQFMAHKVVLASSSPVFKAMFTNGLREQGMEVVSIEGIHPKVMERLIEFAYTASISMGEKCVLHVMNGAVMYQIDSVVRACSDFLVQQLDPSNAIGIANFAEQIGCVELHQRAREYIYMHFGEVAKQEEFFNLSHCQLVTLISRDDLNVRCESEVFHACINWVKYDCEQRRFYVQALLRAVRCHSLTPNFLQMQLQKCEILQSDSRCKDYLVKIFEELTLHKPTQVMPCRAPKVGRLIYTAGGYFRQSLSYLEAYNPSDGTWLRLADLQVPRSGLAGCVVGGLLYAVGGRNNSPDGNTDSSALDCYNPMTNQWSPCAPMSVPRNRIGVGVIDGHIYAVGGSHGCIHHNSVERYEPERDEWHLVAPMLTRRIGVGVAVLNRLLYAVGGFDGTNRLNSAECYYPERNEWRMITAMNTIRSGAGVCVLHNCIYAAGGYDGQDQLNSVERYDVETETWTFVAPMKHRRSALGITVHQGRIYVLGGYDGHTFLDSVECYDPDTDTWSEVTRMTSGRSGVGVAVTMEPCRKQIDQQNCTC
dFosB act – mouse delta FosB homodimer activation | purified delta FosB, TAMRA-CDK5 oligo fluorescence polarization; percent of positive-control signal above neutral wells | activation, % at 25 µM | 0.99% of 340,000 active;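 active = mean activation above about 17%, with every replicate also reaching it, limit read from the data, passing the limit was not always enough; inconclusive = only one of the two conditions met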;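 also: fluorescence polarization rise as delta FosB binds a TAMRA Cdk5 AP-1 oligo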
CDK5 p35 inh – inhibitors of human CDK5/p35 kinase. Q00535+Q15078. Recombinant CDK5/p35, ADP-Glo luminescence, 60 min. inhibition, % at 10 µM. 0.01% of 330,000 active. AID 488839;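 active = highest replicate inhibition of at least 50% and at least 75% of replicates reaching 50%; inconclusive = only one of the two criteria met; inactive = both criteria failed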;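 also: plate controls were DMSO neutral control for no effect and GW8510 at 10 µM for full effect; many of its hits are not listed in these tables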
cardiac RTF act – cardiac RTF calcium sensitization | P19429+P45379 | AID 493008 | activation, % at 7.2 µM | 0.24% of 340,000 active | IANBD-labeled TnC RTF fluorescence at EC20 calcium; 0% EC20 calcium, 100% full calcium;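 active = activation above the mean over all tested compounds plus 3 SD, cut at about 30% in these data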;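 also: rise in fluorescence read as greater calcium sensitivity of cardiac thin filaments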
Active calls of the source: *; i = inactive; ? = inconclusive; . = not tested or not shown.

SMILES	PvdQ inh	RTF Ca sens inh	Rtt109 HAT inh	NSD2 inh	C-LANA FP	PfHsp90 set2	SUMO Mot1 rescue	Keap1 Nrf2 FP	dFosB act	CDK5 p35 inh	cardiac RTF act
CCCCCC(O)(CCCCC)C(=O)NNc1ccccc1	1	0	3	-2	-0.4	-18	11	0	0	0.9	2
COc1cccc(C(C(=O)NC(C)(C)C)N(C(=O)CCC(=O)Nc2cc(C)on2)C(C)(C)C)c1OC (centres undefined)	-5	-6	3	0	0.2	-26	1	-2	-5	-3.8	5
Cc1ccc2c(CN3CCC(C)CC3)cc(=O)oc2c1C	-7	-11	-5	1	-0.5	-44	16	-4	-1	-2.6	0
NCCN1CCN(S(=O)(=O)c2ccc([N+](=O)[O-])cc2)C=C1c1ccc(Cl)cc1	-14	-11	3	.	-2.2	0	-1	5	1	2.1	9
CC(=O)/C(=N/Nc1ccc(Br)cc1)N1CCCc2ccccc21	-9	-1	-1	1	-1.3	-6	-1	-1	-11	-0.4	1
Nc1nc2ccc(C(=O)NCCOC(=O)C3CCCCC3)cc2s1	-14	-13	8	-1	-0.8	1	1	0	-4	-0.1	6
O=C(O)CCn1cc(C2CC(c3ccccc3)=NN2c2ccccc2)c(-c2ccccc2)n1 (centres undefined)	-4	7	-151	-12	0.4	-4	13	-6	-8	-3.0	-3
Cc1[nH]nc2nc(SCC(=O)NC3CCCCC3)n(-c3ccc(Br)cc3)c(=N)c12	-12	-5	3	2	-0.2	-11	-3	-5	52*	.	-5
Cc1cc(NC2=CC(=O)C(=O)c3ccccc32)no1	7	5	-1	-1	-0.2	-26	.	-6	-6	1.3	-9
CN(/N=C/c1ccc2c(c1)OCO2)c1nc(N2CCOCC2)nc(N2CCOCC2)n1	4	-2	12	.	0.2	13	80	-2	-4	2.3	5
O=C(NC1CCCCC1)C(c1ccccc1F)N(Cc1ccco1)C(=O)Cn1nnc2ccccc21 (centres undefined)	-13	-26	2	1	-0.6	18	-20	-3	1	-2.0	-2
NC(=O)c1nsc(C(=O)N(c2ccccc2)C(C(=O)NCC2CCCO2)c2ccc3ncccc3c2)c1N (centres undefined)	-7	-15	-29	59*	-1.3	-34	-11	0	-8	-1.2	-1
CCC(=O)N1c2ccc(S(=O)(=O)NCCc3ccc(C)cc3)cc2CC1C (centres undefined)	0	-1	16	0	-1.7	-7	4	0	0	.	0
COc1ccc(N2CCN(C(=O)CNC(=O)c3cccs3)CC2)cc1	1	2	1	2	-0.2	9	1	1	0	0.3	-7
Cc1cc(C)nc(N2CCC(C(=O)NC3CCCCCC3)CC2)n1	21	-4	-1	0	-0.7	-15	-25	-1	3	5.3	-1
CCOC(=O)C(C)Sc1nc2c(c(-c3cccs3)c1C#N)CCC2 (centres undefined)	-7	-28	-3	-1	-1.9	-14	-12	0	-8	0.8	-7
Cc1ncc(CSc2ccc(Cl)cc2)c(CO)c1O	17	0	1	2	0.3	8	77	-2	2	-0.6	-5
Cc1ccsc1C(=O)N1CCN(c2ccccn2)CC1	0	3	-1	.	3.3	2	16	-1	-1	0.6	-5
CSc1ccc(S(=O)(=O)N2CCCC2)cc1	0	-3	-3	9	0.0	13	39	-1	-1	-0.2	5
O=C(/C(=N/O)c1ccccc1)c1ccccc1	-14	-10	-2	-2	0.1	-24	.	5	4	0.7	0
CCOc1ccc(S(=O)(=O)N2CCC(C(=O)NC3CCCC3)CC2)cc1	-14	-3	-8	-1	0.8	5	1	4	7	-1.2	-5
CC12CCC(=O)N1C(C(=O)Nc1nc(-c3cc(F)ccc3F)cs1)CS2 (centres undefined)	-9	-9	-5	1	-0.4	-17	10	0	?	1.6	-1
C/C(=N\NC(=O)c1ccco1)c1cccc2ccccc12	-8	0	0	-3	2.4	-17	-4	-3	-8	1.2	0
Cc1c(C(=O)N(Cc2ccc(N(C)C)cc2)CC2CCCO2)oc2ccccc12 (centres undefined)	-8	-2	-6	44	0.6	-2	5	-3	-2	1.8	9
Cc1nn(-c2ccccc2)cc1C(=S)Nc1ccccc1	-7	7	.	1	0.2	23	i	-3	-3	-2.2	-5

Results in dFosB act, for 2 of the compounds above:
canonical_smiles	dFosB act
CCOc1ccc(S(=O)(=O)N2CCC(C(=O)NC3CCCC3)CC2)cc1	7
CC12CCC(=O)N1C(C(=O)Nc1nc(-c3cc(F)ccc3F)cs1)CS2 (centres undefined)	?

Taken from above:
Result for `CCOC(=O)C(C)Sc1nc2c(c(-c3cccs3)c1C#N)CCC2` (centres undefined) under RTF Ca sens inh: -28
Result for `CC12CCC(=O)N1C(C(=O)Nc1nc(-c3cc(F)ccc3F)cs1)CS2` (centres undefined) under PvdQ inh: -9
Result for `Cc1[nH]nc2nc(SCC(=O)NC3CCCCC3)n(-c3ccc(Br)cc3)c(=N)c12` under cardiac RTF act: -5
Result for `O=C(O)CCn1cc(C2CC(c3ccccc3)=NN2c2ccccc2)c(-c2ccccc2)n1` (centres undefined) under cardiac RTF act: -3
Result for `CCC(=O)N1c2ccc(S(=O)(=O)NCCc3ccc(C)cc3)cc2CC1C` (centres undefined) under NSD2 inh: 0
Result for `Cc1ccsc1C(=O)N1CCN(c2ccccn2)CC1` under RTF Ca sens inh: 3
Result for `CC(=O)/C(=N/Nc1ccc(Br)cc1)N1CCCc2ccccc21` under Rtt109 HAT inh: -1

The listing picks up, repeating the 2 entries before the break.
SMILES	PvdQ inh	RTF Ca sens inh	Rtt109 HAT inh	NSD2 inh	C-LANA FP	PfHsp90 set2	SUMO Mot1 rescue	Keap1 Nrf2 FP	dFosB act	CDK5 p35 inh	cardiac RTF act
Cc1c(C(=O)N(Cc2ccc(N(C)C)cc2)CC2CCCO2)oc2ccccc12 (centres undefined)	-8	-2	-6	44	0.6	-2	5	-3	-2	1.8	9
Cc1nn(-c2ccccc2)cc1C(=S)Nc1ccccc1	-7	7	.	1	0.2	23	i	-3	-3	-2.2	-5
COc1ccc(OC)c(N/C(C)=C/C(=O)c2ccccc2)c1	5	-3	9	4	-0.5	23	-26	3	5	-1.5	-5
CNc1ccccc1C(C)(C)c1cc(-c2cccc(OC)c2)no1	-10	.	-3	-4	-1.5	25	-9	-12	-8	-0.5	.
C=CCN(CC=C)C(=S)NC(=O)/C=C/c1ccccc1	-5	8	0	-5	0.0	-11	6	-8	-3	-0.1	8
O=C(CN1c2cccc3cccc(c23)S1(=O)=O)NCCc1ccccc1	4	-6	2	-1	-0.9	4	8	-1	-11	0.5	-6
O=C(NCC1CCCO1)c1cc(-c2ccccc2)nc2ccc(Br)cc12 (centres undefined)	4	-4	-2	1	-5.6	-6	29	0	-4	-1.1	8
O=[N+]([O-])c1ccc2[nH]c3c(c2c1)CCCC3O (centres undefined)	-16	-6	2	5	0.7	-5	-12	-3	2	1.3	5
COc1ccc(NC(=S)N2CCN(S(C)(=O)=O)CC2)cc1OC	12	1	6	-2	-0.9	-8	-3	0	-7	-1.0	0
Cc1cccc(NC(=O)NC(=O)c2ccccc2)n1	-22	-7	5	-1	-0.4	14	-4	-1	8	-1.4	3
Cc1ccc(S(=O)(=O)N2CCCCC2)cc1NC(=O)CCCOc1ccccc1	-10	-4	1	-1	0.5	-1	.	2	-13	0.5	-8
CN(CCNC(=O)c1ccc(CS(=O)(=O)c2c(Cl)cccc2Cl)o1)CCc1ccccc1	-13	0	6	14	-0.4	8	8	4	-12	-4.9	1
CC1(C2CCC3C4CCC5CC6(CCC5(C)C4C(=O)CC32C)OCCO6)OCCO1 (centres undefined)	8	4	.	.	0.5	-8	.	-2	-2	1.2	0
COc1ccc(-c2nnc(SC3CCOC3=O)n2C2CCCCC2)cc1OC (centres undefined)	-3	-13	-6	7	-1.2	8	-23	2	-4	-1.0	-1
CC(C)CCNC(=O)C1CCC(CNS(=O)(=O)c2cccc3nsnc23)CC1 (centres undefined)	-6	6	-2	3	0.8	-21	0	-5	-4	-0.9	-2
CC1(C)CC(=O)C(C=NCCN2CCN(C(=O)c3ccc(F)cc3)CC2)=C(O)C1	9	11	8	3	0.5	0	.	-1	-6	-1.7	-6
O=C(NCCNC(=O)c1ccccc1Br)c1ccccc1Br	2	0	-2	-1	-2.0	-17	-13	6	-7	1.4	-5
COc1ccc(NC(=O)C2CCCN2C(=O)NCc2ccccc2)c(OC)c1 (centres undefined)	-6	2	2	-7	-0.1	-32	121	1	-4	0.6	12
CN1C(=O)/C(=C\c2ccc(OC(=O)c3ccco3)cc2)SC1=S	-11	9	2	3	-0.8	16	0	-4	-1	1.9	-3
O=C(Nc1ccccc1F)c1ccc(-c2cccc([N+](=O)[O-])c2)o1	1	2	8	1	-3.3	-8	3	-5	-2	0.3	-2
COc1ccc(OCCCC(=O)N(C)CC(=O)Nc2c(C)cccc2C)cc1	16	-14	7	-2	-0.1	-4	-7	0	-11	1.9	4
CC(C)Sc1nc2c(c(=O)[nH]1)C(c1cccs1)C1=C(CC(C)(C)CC1=O)N2 (centres undefined)	-13	-14	9	.	-0.4	11	-6	-4	-10	-2.0	3
COC(=O)c1cc2ccsc2n1Cc1cc(=O)n2ccccc2n1	3	1	-11	-1	0.4	27	50	-4	-11	-0.6	-3
COC(=O)c1cc(NC(=O)CSc2nnc(CN3CCOCC3)n2C)ccc1Cl	-9	5	1	-3	-0.9	-2	3	-2	-8	-1.5	2
CCn1c(-c2ccccc2O)n[nH]c1=S	3	-1	18	-3	-0.3	11	-17	-1	4	0.5	6
Fc1ccc2nc(Nc3nc4c(s3)CCCC4)sc2c1	-15	-17	4	0	0.2	43	22	-4	-7	6.9	7
CCOC(=O)c1ccc(NC(=O)CSc2nc(SC)ns2)cc1	-13	-6	5	-1	-0.6	-44	-12	-3	-6	-2.0	-3
COc1ccc(S(=O)(=O)NC(CC(=O)NCCc2ccc(OC)c(OC)c2)c2ccco2)cc1 (centres undefined)	-13	-2	6	19	0.7	-14	-18	-1	1	0.3	-4
COc1ccc(Br)cc1C(=O)Nc1cccc(C)c1	-17	-8	0	-2	2.7	0	1	-5	-2	1.0	0
O=C(CNC(=O)c1ccccc1C(F)(F)F)N/N=C/c1cccs1	4	7	-8	-1	0.7	4	-6	-2	-2	1.5	-6

A run of entries from the list above, as a working copy:
SMILES	PvdQ inh	RTF Ca sens inh	Rtt109 HAT inh	NSD2 inh	C-LANA FP	PfHsp90 set2	SUMO Mot1 rescue	Keap1 Nrf2 FP	dFosB act	CDK5 p35 inh	cardiac RTF act
CC1(C2CCC3C4CCC5CC6(CCC5(C)C4C(=O)CC32C)OCCO6)OCCO1 (centres undefined)	8	4	.	.	0.5	-8	.	-2	-2	1.2	0
COc1ccc(-c2nnc(SC3CCOC3=O)n2C2CCCCC2)cc1OC (centres undefined)	-3	-13	-6	7	-1.2	8	-23	2	-4	-1.0	-1
CC(C)CCNC(=O)C1CCC(CNS(=O)(=O)c2cccc3nsnc23)CC1 (centres undefined)	-6	6	-2	3	0.8	-21	0	-5	-4	-0.9	-2

Screening data from PubChem.
